CD11b adhes enh = enhancers of CD11b/CD18 adhesion to fibrinogen, primary screen, K562 cells, luminescence; Integrin beta-2 (Homo sapiens) + Integrin alpha-M (Homo sapiens), P05107+P11215; 93,000 compounds, 0.07% hits; activation, % at 10 µM; ATPlite luminescence;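 active = 10 µM primary screen giving 50% or more activity, confirmed by 40% or more on retest at that dose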; also: strong numbers were not always called active; reference of the scale not given here
PLAP activator = PLAP enzyme activators, biochemical, luminescence, HTS. 96,000 compounds, 1.2% hits. purified PLAP enzyme, luminescent substrate read-out; active compounds read high. Alkaline phosphatase, placental type (Homo sapiens), P05187. activation fold at 20 µM; in the data active = activation fold above about 2
Target sequence (P05187 whole entry, looked up): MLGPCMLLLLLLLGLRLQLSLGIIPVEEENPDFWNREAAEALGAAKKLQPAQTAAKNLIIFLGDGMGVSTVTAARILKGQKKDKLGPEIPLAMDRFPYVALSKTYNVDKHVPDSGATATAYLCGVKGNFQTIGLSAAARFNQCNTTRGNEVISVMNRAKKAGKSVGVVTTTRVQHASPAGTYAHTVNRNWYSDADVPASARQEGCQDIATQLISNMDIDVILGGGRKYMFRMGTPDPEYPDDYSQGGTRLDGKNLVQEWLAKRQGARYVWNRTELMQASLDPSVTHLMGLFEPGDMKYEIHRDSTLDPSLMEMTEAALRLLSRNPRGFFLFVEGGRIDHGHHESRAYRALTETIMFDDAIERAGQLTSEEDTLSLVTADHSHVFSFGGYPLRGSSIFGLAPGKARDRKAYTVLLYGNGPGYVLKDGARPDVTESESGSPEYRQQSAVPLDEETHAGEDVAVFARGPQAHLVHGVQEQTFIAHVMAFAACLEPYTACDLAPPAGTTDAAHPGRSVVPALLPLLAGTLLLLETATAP
FAK blocker = FAK kinase inhibitors, primary screen, biochemical | Focal adhesion kinase 1 (Homo sapiens), Q05397 | biochemical FAK kinase activity assay | inhibition, %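 (tested at 7 µM)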 | 97,000 compounds, 0.84% hits; in the data active = inhibition above about 19%;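 also: 0% = DMSO and 100% = reference compound high control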
ERb SRC1 inh = inhibitors of ERβ-SRC1 coactivator interaction, primary screen, biochemical, TR-FRET, ERβ LBD, SRC-1 peptide; inhibition, % at 25.6 µM; 86,000 compounds, 1.3% hits; Estrogen receptor beta (Homo sapiens), Q92731; TR-FRET ER-beta LBD / SRC1-Cy5 peptide binding; receptor agonist-loaded with 1 µM estradiol;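 active = compounds whose percent inhibition of the receptor-coactivator binding signal exceeds about 50% in the single-dose screen, limit read from the data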;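 also: 0% = receptor plus peptide wells without compound and 100% = peptide-only wells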
E coli WT exp = growth inhibitors of wild-type E. coli, primary screen, strain BW25113, expanded library, OD600; growth inhibition, % at 100 µM; OD600 absorbance; 98,000 compounds, 0.15% hits;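 active = growth inhibition above about 50% at one test dose, limit read from the data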;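 also: growth measured after 20 h incubation at 37 °C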
MT1-MMP txn act = MT1-MMP promoter reporter activation – cell-based, luciferase luminescence, primary screen | HT1080 MT1-MMP promoter luciferase reporter, overnight; active compounds read high | AID 750, 2007 | 86,000 compounds, 0.16% hits | activation factor at 10 µM;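 active = activation factor of at least 2 for MT1-MMP transcription at 10 µM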
ERa coact inh = ERα–SRC-1 coactivator interaction inhibitors, primary screen, biochemical, TR-FRET, ERα LBD, estradiol-bound. inhibition, % at 25.6 µM. TR-FRET ER-alpha LBD / SRC-1 peptide. 86,000 compounds, 1.7% hits; in the data active = inhibition above about 50%;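 also: 0% = receptor plus peptide control and 100% = peptide only without receptor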
Target sequence (P03372 whole entry, looked up, the tested form may be a part): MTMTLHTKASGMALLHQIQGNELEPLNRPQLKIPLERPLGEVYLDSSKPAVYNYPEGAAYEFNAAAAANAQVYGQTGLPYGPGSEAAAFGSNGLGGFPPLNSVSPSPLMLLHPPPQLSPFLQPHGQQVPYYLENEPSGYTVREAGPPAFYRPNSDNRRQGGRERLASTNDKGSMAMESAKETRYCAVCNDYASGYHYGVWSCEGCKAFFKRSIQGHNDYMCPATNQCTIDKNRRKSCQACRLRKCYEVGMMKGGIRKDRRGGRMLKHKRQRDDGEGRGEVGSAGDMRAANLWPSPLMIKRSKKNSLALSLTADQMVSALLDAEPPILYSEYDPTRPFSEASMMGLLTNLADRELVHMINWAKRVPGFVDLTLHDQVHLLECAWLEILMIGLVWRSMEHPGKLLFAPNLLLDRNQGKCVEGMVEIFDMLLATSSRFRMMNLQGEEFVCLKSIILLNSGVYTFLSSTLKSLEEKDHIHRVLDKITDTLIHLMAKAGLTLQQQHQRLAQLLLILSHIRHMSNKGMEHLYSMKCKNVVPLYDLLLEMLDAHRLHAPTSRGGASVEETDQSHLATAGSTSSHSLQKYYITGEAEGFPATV
Mac1 fbg inh = inhibitors of CD11b/CD18 adhesion to fibrinogen, primary screen, K562 cells, luminescence; Integrin beta-2 (Homo sapiens) + Integrin alpha-M (Homo sapiens), P05107+P11215; ATPlite luminescence; Mn2+ added to activate the integrin; inhibition, % at 10 µM; 93,000 compounds, 0.54% hits;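 active = primary inhibition of 50% or more at 10 µM, then 40% or more on retest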; also: some results filed as inactive read as strong as hits
ERa SRC1 pot = enhancers of ERα–SRC-1 coactivator binding, primary screen, biochemical, TR-FRET, ERα LBD, low estradiol. TR-FRET ERalpha-LBD/SRC-Cy5 coactivator binding, 2 h; 100 = basal binding, no effect. coactivator binding (% of control), % at 25.6 µM. 86,000 compounds, 1.3% hits; in the data active = activity above about 200%;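 also: binding measured in presence of low estradiol as agonist stimulus; 0% = peptide alone without receptor and 100% = receptor with peptide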
Active calls of the source: *; x = no result given; [ ] = remark or other dose.

SMILES	CD11b adhes enh	PLAP activator	FAK blocker	ERb SRC1 inh	E coli WT exp	MT1-MMP txn act	ERa coact inh	Mac1 fbg inh	ERa SRC1 pot
Cc1noc(C)c1COC(=O)c1ccc2c(c1)OCCO2	x	x	-1	0	10	1.2	3	x	105
CC1=C(C(=O)OC(C)C)C(c2c(O)ccc3ccccc23)NC(=O)N1 (stereo unspecified)	4	1	-5	5	-1	1.1	3[fluorescence artefact?]	-1	90[fluorescence artefact?]
Fc1ccc(OCc2nn3c(Cn4nnc5ccccc54)nnc3s2)cc1	4	1	x	8	-9	1	14	-2	114
CC1(C)CC(=O)C2=C(C1)N(CCN1CCOCC1)C1=C(C(=O)CC(C)(C)C1)C2c1cccc(F)c1	-3	1.6	-3	5	1	1.1	-2	-2	95
CS(=O)(=O)N1CCC(C(=O)NCC2CCCO2)CC1 (stereo unspecified)	-9	0.9	2	-7	0	1	-8	-3	103
CC12CCC(C(=O)NCc3ccccc3)(OC1=O)C2(C)C (stereo unspecified)	-1	1.2	0	-6	3	1.1	-3	13	112
c1ccc(NC2=Nc3ccccc3CC2)cc1	-3	0.9	-1	8	11	1.6	1	-14	94
Cc1ccc2nc(SCC(=O)NCc3ccco3)c(C#N)cc2c1	75	0.8	-6	24[fluorescence artefact?]	2	1.2	21[fluorescence artefact?]	-10	176
CCC1CCC2(CC1)NC(CO)(CO)CO2 (stereo unspecified)	1	1.1	x	2	6	1	-13	3	123[fluorescence artefact?]
CC1CCCN(CC(=O)Nc2ccc(S(=O)(=O)N3CCCCC3)cc2)C1 (stereo unspecified)	x	x	1	7	-8	1.2	21	x	107
CCOC(=O)Cn1c(=O)oc2cc(S(=O)(=O)Nc3cc(OCC)ccc3OCC)ccc21	-2	1.1	-5	-6	-2	1.1	0	-2	114
O=S(=O)(NCC1CCCO1)c1cccc2nsnc12 (stereo unspecified)	-4	0.9	-4	15[fluorescence artefact?]	6	1.1	-3	-16	65
Cc1ccc(S(=O)(=O)N(CC(=O)O)Cc2ccccc2F)cc1	14	1.1	-1	-9[fluorescence artefact?]	5	1.2	-9	-25	110
CCOc1ccc(Nc2ncnc(N)n2)cc1	-3	1	4	5	7	1.1	4	-4	112
O=C(Nc1ccccc1C(=O)OCc1nnc(-c2ccccc2)o1)c1ccco1	8	1.4	7	5	-11	1.1	2	30	120
COc1ccc(OCC(=O)OCC(=O)Nc2ccc(S(=O)(=O)N3CCCCC3)cc2)cc1	5	0.9	2	7[fluorescence artefact?]	-6	1.2	10[fluorescence artefact?]	8	91[fluorescence artefact?]
Cc1nnc(C)c2c(C)n(C(c3ccccc3)c3ccccc3)c(C)c12	-2	1.4	1	-7	18	1.2	-8	21	68
COc1ccc(-c2nnc(CSc3nc4ccccc4c(=O)n3CC(C)C)o2)cc1OC	0	1.6	1	5	-3	1.1	2	24	128
O=C(O)CCn1c(-c2ccccc2)cc2c1CCCC2=O	-4	1.1	-2	4[fluorescence artefact?]	4	1.2	2	38	120
CCC(=O)Nc1nonc1-c1nc2ccccc2n1Cc1cccc2ccccc12	x	x	-3	21[fluorescence artefact?]	x	0.8	19[fluorescence artefact?]	x	204*[fluorescence artefact?]
CCOC(=O)CSc1nnc(C)n1N	-2	1.3	-3	-8	-1	1.2	-6	4	118[fluorescence artefact?]
COc1cc(CC(=O)NCc2ccccn2)cc(OC)c1OC	-4	0.9	2	4	-1	1.2	2	4	106
COc1ccc(C(CNC(=O)C2CC(=O)N(Cc3ccc(C)cc3)C2)N(C)C)cc1 (stereo unspecified)	3	1.5	2	-6	6	1.1	-8	4	107
CCOC(=O)CC(NC(=O)c1ccc(C)cc1)c1ccc(C)cc1 (stereo unspecified)	-1	1.1	2	15	-4	1.1	26	14	74
CC(NC(=O)CSc1nnc(-c2cccc(S(=O)(=O)N3CCCCC3)c2)o1)C12CC3CC(CC(C3)C1)C2 (stereo unspecified)	-1	1.7	3	5	-7	1.2	-2	16	97

One compound at a time, as listed above. Values in the order: CD11b adhes enh	PLAP activator	FAK blocker	ERb SRC1 inh	E coli WT exp	MT1-MMP txn act	ERa coact inh	Mac1 fbg inh	ERa SRC1 pot
c1ccc(NC2=Nc3ccccc3CC2)cc1 is listed with -3	0.9	-1	8	11	1.6	1	-14	94
CCOC(=O)CSc1nnc(C)n1N is listed with -2	1.3	-3	-8	-1	1.2	-6	4	118[fluorescence artefact?]

(cont.)
SMILES	CD11b adhes enh	PLAP activator	FAK blocker	ERb SRC1 inh	E coli WT exp	MT1-MMP txn act	ERa coact inh	Mac1 fbg inh	ERa SRC1 pot
CC1Cc2ccccc2N1C(=O)COc1nc2ccccc2nc1N1CCOCC1 (stereo unspecified)	4	1.3	0	15	-7	1	1[fluorescence artefact?]	23	100
c1ccc(Cn2nnc(-c3ccccc3)n2)cc1	x	x	1	-1	x	1.2	-7	x	98
COC(=O)C1=C(C)NC(=O)NC1c1cccc(OC)c1OCc1ccccc1 (stereo unspecified)	1	1.3	1	-25	-4	1.1	13	-3	99
Cn1c(CSCc2ccc(Cl)cc2)nnc1SCC(=O)Nc1nc2ccccc2s1	6	1	0	-13	-15	1.3	-15	-30	104[fluorescence artefact?]
CCOc1ccc(S(=O)(=O)Nc2cc(OC)c(OC)cc2C(=O)O)cc1	2	1.3	0	x	-12	x	x	-11	x
CSc1ccccc1C(=O)Nc1cc(C)cc(C)c1	1	1	4	-4	3	1.2	-1	-7	91
Cc1ccc(C2(C(F)(F)F)NC(=O)N3CCCN=C3S2)cc1 (stereo unspecified)	-2	1	x	1	0	1	-20	-14	121
Cc1cccc(NC(=S)N2CCC(N(C)CC3CCCO3)CC2)c1C (stereo unspecified)	x	1	3	-5	1	1.2	-5[fluorescence artefact?]	x	99
CC(C)C(NC(=O)c1cccs1)C(=O)NC1=NCCS1 (stereo unspecified)	2	0.8	-2	-29	-1	1.1	-42	-24	117[fluorescence artefact?]
COc1ccccc1N1CCN(C(=O)c2cc3c(=O)n(C)c4ccccc4c3n2C)CC1	0	1.6	11	-10	2	1	-3	-13	94
CC(C)(C)c1ccc(-c2cc(C(=O)NNC(=O)Nc3ccccc3)c3ccccc3n2)cc1	-4	2.1*	0	x	-7	x	x	51	x
O=C(NCc1ccco1)c1nc2ncccn2n1	-3	0.9	1	16	1	1.2	2[fluorescence artefact?]	-10	128[fluorescence artefact?]
O=C(CN(c1ccc(Cl)c(C(F)(F)F)c1)S(=O)(=O)c1ccccc1)N/N=C/c1cccc2c1OCCO2	1	0.9	1	x	-2	x	x	6	x
CCCCCn1c(CN2CCN(CCO)CC2)nc2c1c(=O)n(C)c(=O)n2C	-3	1.3	0	-6	0	1.1	44	-13	116[fluorescence artefact?]
CCc1c(C)nc2cc(-c3cc(OC)cc(OC)c3)nn2c1N1CCCC1	12	1.4	4	-5	-29	1	-11	6	100
Cc1ccc(C(c2nnnn2CCC(C)C)N2CCN(C)CC2)cc1 (stereo unspecified)	1	1.4	0	7	2	1.1	-6	-11	106
CCOc1ccc(CNC(=O)c2cc3oc4ccccc4c3n2C)cc1	-1	1.1	0	-10	-4	1.1	-6	8	100
COc1cccc(-c2nn3c(-c4ccccn4)nnc3s2)c1	-1	1.5	4	-14	4	1.2	-1	-3	128
C=CCn1c(SCc2ccc(C#N)cc2)nnc1-c1ccccc1	0	1	-1	-16	5	1.1	-6	-1	104
O=C(O)CCN(CCC(=O)O)c1ccccc1	3	1.2	-3	4	-8	1.2	-32	-17	117
Cc1ccc(-n2c(=O)cc(N3CCCCCC3)[nH]c2=O)cc1	x	x	x	0	0	1.1	0	x	93
Cc1nnc(NC(=O)CSc2nnc(CNC(=O)c3ccccc3)n2-c2ccccc2)s1	-3	1.3	5	19[fluorescence artefact?]	-10	1.1	4	-43	124
O=C(NCc1cccnc1)c1ccc(Cl)c(Cl)c1	-2	0.8	3	-5	15	1.1	5	-17	93
CCn1c(C(C)NC(=O)c2cccs2)nc2ccccc21 (stereo unspecified)	-2	1.1	x	15	4	1	7	-7	90
CC(C)NC(=O)c1cccc(Cn2cc(Cl)cn2)c1	0	1.1	-3	-1	7	1	-3	6	104[fluorescence artefact?]

3 compounds out of the list above, arranged by the value under MT1-MMP txn act, lowest first.
canonical_smiles	CD11b adhes enh	PLAP activator	FAK blocker	ERb SRC1 inh	MT1-MMP txn act	ERa coact inh	Mac1 fbg inh	ERa SRC1 pot
CC1Cc2ccccc2N1C(=O)COc1nc2ccccc2nc1N1CCOCC1 (stereo unspecified)	4	1.3	0	15	1	1[fluorescence artefact?]	23	100
CSc1ccccc1C(=O)Nc1cc(C)cc(C)c1	1	1	4	-4	1.2	-1	-7	91
Cn1c(CSCc2ccc(Cl)cc2)nnc1SCC(=O)Nc1nc2ccccc2s1	6	1	0	-13	1.3	-15	-30	104[fluorescence artefact?]

PLAP activator, entries above that show a hit.
canonical_smiles	CD11b adhes enh	PLAP activator	FAK blocker	ERb SRC1 inh	MT1-MMP txn act	ERa coact inh	Mac1 fbg inh	ERa SRC1 pot
CC(C)(C)c1ccc(-c2cc(C(=O)NNC(=O)Nc3ccccc3)c3ccccc3n2)cc1	-4	2.1*	0	x	x	x	51	x

Other records follow.
SMILES	CD11b adhes enh	PLAP activator	FAK blocker	ERb SRC1 inh	E coli WT exp	MT1-MMP txn act	ERa coact inh	Mac1 fbg inh	ERa SRC1 pot
Cc1cc(-c2csc(N)n2)c(C)n1CCC(C)C	7	1.2	2	15	1	x	9	-21	59[fluorescence artefact?]
CC(C)CNc1oc(-c2ccc(F)cc2)nc1C#N	-1	0.8	2	-8	-5	1.6	-9	-12	96[fluorescence artefact?]
c1ccc(-c2cc3n(c2)CCc2ccccc2-3)cc1	x	x	5	-12	x	2.6*	-27	x	84
CCCCOc1ccc(-c2nnn(CC(=O)NCc3ccco3)n2)cc1	1	0.9	-6	1	-4	0.8	-5	23	106
CC(C)Oc1ccc(NC(=O)C2CCCNC2=O)cc1 (stereo unspecified)	-4	0.9	1	-6	7	1.3	0	12	112
O=C(CN1CCC(n2nnc3ccccc32)CC1)Nc1ccc2c(c1)CCC2	9	1.4	3	-7	7	1	3	1	104
COc1ccc(N2CCN(C(=O)CCn3nnc4ccccc43)CC2)cc1	-4	1.4	-2	-2	-3	1.1	3	2	118
O=C(Nc1ccc(OC(F)(F)F)cc1)C1CCCN(S(=O)(=O)c2cccnc2)C1 (stereo unspecified)	-2	1.1	3	x	-28	1.2	x	6	x
CCN1CCN(CC(=O)Nc2c(C(=O)OC)[nH]c3cccc(Cl)c23)CC1	-4	1.4	-4	1[fluorescence artefact?]	3	1	7[fluorescence artefact?]	-6	119
CN(C)CCNc1nc2c(c(=O)[nH]c(=O)n2C)n1CCCc1ccccc1	-1	1	2	-7	4	1.5	-10	-18	112
CCOC(=O)C1CCCN(C2CC(=O)N(c3ccc(C)cc3)C2=O)C1 (stereo unspecified)	0	1.5	0	0[fluorescence artefact?]	-1	1.1	3[fluorescence artefact?]	-25	93[fluorescence artefact?]
Cc1cc(NC(=O)CN2CCN(c3ccccc3O)CC2)no1	x	1.3	-1	x	2	1.2	x	x	x
COc1cccc(OC)c1C(=O)N1CCN(S(=O)(=O)c2ccc(C)cc2)CC1	4	1.3	1	-2	3	1.1	0	-6	97[fluorescence artefact?]
O=C1Cn2c(nc3ccccc32)N1c1cccc(C(F)(F)F)c1	-3	0.9	2	-6	2	0.9	1	-29	95[fluorescence artefact?]
O=C1CCCCCN1CP(=O)(O)CCc1ccccc1	2	1.2	1	-6	-1	1.1	-7	-3	125
O=C(Nc1nc(-c2ccccc2)cs1)C1CCCO1 (stereo unspecified)	0	0.9	-1	-27	5	1.6	-17	-38	167[fluorescence artefact?]
CCOC(=O)C1C(=O)CC(C)(O)C(C(=O)OCC)C1c1ccc(Br)cc1 (stereo unspecified)	x	1.8	-5	-17[fluorescence artefact?]	0	1.1	-25	x	104[fluorescence artefact?]

High-throughput results deposited in PubChem BioAssay by several laboratories.
